PvdQ acylase – P. aeruginosa PvdQ acylase inhibition; purified PvdQ acylase, fluorescence plate reader; inhibition, % at 10 µM; 340,000 compounds, 0.063% hits; in the data active means inhibition above about 30%, passing the limit was not always enough;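 further: 0% = vehicle neutral wells and 100% = reference inhibitor wells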
Rtt109 HAT inh – inhibitors of Candida albicans Rtt109/Vps75 histone acetyltransferase | purified Rtt109/Vps75, ThioGlo CoA-SH fluorescence, 4 h | inhibition, % at 34.9 µM | Q5AAJ8 | 330,000 compounds, 0.16% hits;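 active means inhibition of at least 50% in every replicate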
RTF Ca sens inh – cardiac RTF calcium desensitization | P19429+P45379 | IANBD-labeled cardiac RTF, Ca2+ fluorescence | inhibition, % at 7.15 µM | 340,000 compounds, 0.12% hits;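 active means inhibition above the mean inhibition of all tested compounds plus 3 SD, cut at about 17% in these data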;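 further: assay run at fixed EC70 calcium of 1.6 mM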
cardiac RTF act – increases calcium sensitivity of human cardiac regulated thin filaments; P19429+P45379; activation, % at 7.2 µM; 340,000 compounds, 0.24% hits; IANBD-labeled TnC RTF fluorescence at EC20 calcium; 0% EC20 calcium, 100% full calcium; AID 493008;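 active means activation above the mean over all tested compounds plus 3 SD, cut at about 30% in these data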;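 further: rise in fluorescence read as greater calcium sensitivity of cardiac thin filaments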
SUMO Mot1 rescue – SUMOylation pathway inhibition by Mot1-301 growth rescue | growth rescue, % at 18.8 µM | AID 2716 | 320,000 compounds, 1% hits | S. cerevisiae Mot1-301 growth rescue, ATP luminescence, 38.5C; percent above DMSO median, 100 means doubled;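 active means every valid replicate shows activation above 250% relative to neutral control wells; inactive means the rest, any valid replicate at or below 250%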;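 further: OY570 slx delta 5 strain wells were the positive control but not used for scaling; some compounds called inactive have numbers as strong as hits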
CDK5 inh – inhibitors of human CDK5/p35 kinase; Q00535+Q15078; Recombinant CDK5/p35, ADP-Glo luminescence, 60 min; inhibition, % at 10 µM; 330,000 compounds, 0.01% hits; AID 488839;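 active means highest replicate inhibition of at least 50% and at least 75% of replicates reaching 50%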;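 further: plate controls were DMSO neutral control for no effect and GW8510 at 10 µM for full effect; many of its hits are not listed in these tables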
Target sequence (Q00535 whole entry, looked up): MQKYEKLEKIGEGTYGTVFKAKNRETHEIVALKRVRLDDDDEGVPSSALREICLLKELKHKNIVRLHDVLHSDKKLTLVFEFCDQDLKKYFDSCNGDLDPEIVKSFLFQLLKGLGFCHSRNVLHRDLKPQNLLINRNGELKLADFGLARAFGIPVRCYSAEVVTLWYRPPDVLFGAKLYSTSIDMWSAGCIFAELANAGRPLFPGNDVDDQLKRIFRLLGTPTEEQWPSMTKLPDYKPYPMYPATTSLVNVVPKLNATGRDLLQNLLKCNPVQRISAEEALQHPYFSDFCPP
Target sequence (Q15078 whole entry, looked up): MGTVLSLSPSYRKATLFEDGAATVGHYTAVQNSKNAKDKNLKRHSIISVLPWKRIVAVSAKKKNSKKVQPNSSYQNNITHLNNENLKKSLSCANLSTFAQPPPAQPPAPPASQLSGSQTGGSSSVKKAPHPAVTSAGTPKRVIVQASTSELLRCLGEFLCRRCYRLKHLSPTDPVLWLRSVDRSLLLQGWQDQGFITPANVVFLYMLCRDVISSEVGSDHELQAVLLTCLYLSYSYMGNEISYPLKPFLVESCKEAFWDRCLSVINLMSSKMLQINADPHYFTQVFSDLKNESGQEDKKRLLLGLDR
NSD2 HMT inh – NSD2 (human) methyltransferase inhibition; 310,000 compounds, 0.54% hits; O96028; inhibition, % at 12.5 µM; AID 743445; NSD2 peptide methylation, AlphaScreen, 120 min; in the data active means inhibition above about 50%
LANA DNA inh – inhibitors of KSHV LANA C-terminal domain DNA binding. MBP-C-LANA/FAM-LBS DNA binding, fluorescence polarization. AID 504423. inhibition, % at 9 µM. 340,000 compounds, 0.078% hits;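 active means highest replicate inhibition at or above 60% at 9 µM, even if other replicates fall short; inactive means all replicates below 60% inhibition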;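 further: 0% = neutral control wells and 100% = 4 µM acridine orange control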
PfHsp90 set2 – reduces growth (ATP signal) of yeast expressing P. falciparum Hsp90 | S. cerevisiae expressing PfHsp90, BacTiter-Glo ATP, 48 h; yeast lacking PDR1 and PDR3 efflux regulators | inhibition, % at 9.4 µM | 310,000 compounds, 0.32% hits | AID 504621;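 active means every replicate shows inhibition above about 80%, whatever the replicate mean, limit read from the data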;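 further: 0% = DMSO neutral controls and 100% = 20 µM radicicol positive controls; yeast relying on Plasmodium falciparum Hsp90 in place of its own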
dFosB act – mouse delta FosB homodimer activation | AID 493131 | activation, % at 25 µM | P13346 | 340,000 compounds, 0.99% hits | purified delta FosB, TAMRA-CDK5 oligo fluorescence polarization; percent of positive-control signal above neutral wells;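 active means mean activation above about 17%, with every replicate also reaching it, limit read from the data, passing the limit was not always enough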;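 further: fluorescence polarization rise as delta FosB binds a TAMRA Cdk5 AP-1 oligo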
Target sequence (P13346 whole entry, looked up): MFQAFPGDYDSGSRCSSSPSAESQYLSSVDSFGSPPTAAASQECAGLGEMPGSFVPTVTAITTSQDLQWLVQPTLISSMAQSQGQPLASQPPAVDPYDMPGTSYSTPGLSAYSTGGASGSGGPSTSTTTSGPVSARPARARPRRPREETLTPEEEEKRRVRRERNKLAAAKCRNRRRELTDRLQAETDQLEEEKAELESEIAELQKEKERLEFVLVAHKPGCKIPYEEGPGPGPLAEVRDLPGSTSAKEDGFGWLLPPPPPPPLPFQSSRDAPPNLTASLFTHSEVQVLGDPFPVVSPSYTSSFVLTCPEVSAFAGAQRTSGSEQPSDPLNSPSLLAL
Keap1-Nrf2 PPI – Keap1-Nrf2 (human) interaction inhibition; Q14145; Keap1 Kelch-Nrf2 peptide fluorescence polarization, 1536-well; inhibition, % at 9.4 µM; 340,000 compounds, 0.15% hits; AID 504523; in the data active means inhibition above about 12%;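 further: human Keap1 Kelch domain with fluorescein labeled Nrf2 9mer peptide probe; 0% = neutral control wells and 100% = peptide positive control; higher means more block of Keap1 binding to Nrf2 peptide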
Starred values were filed as active, the others as inactive; / = not tested or not shown; & = joins results of further samples; ! = not active in a repeat.

SMILES	PvdQ acylase	Rtt109 HAT inh	RTF Ca sens inh	cardiac RTF act	SUMO Mot1 rescue	CDK5 inh	NSD2 HMT inh	LANA DNA inh	PfHsp90 set2	dFosB act	Keap1-Nrf2 PPI
CC(NC(=O)COC(=O)c1ccc(OCC2CCCO2)cc1)c1ccccc1Cl (configuration not stated)	3	1	-3	-4	-2	1.7	-4	0.1	-9	3	-2
N#Cc1ccc(OCC(O)CN2CCN(C(c3ccccc3)c3ccccc3)CC2)cc1 (configuration not stated)	-7	-5	4	-6	11	-2.1	-3	-0.2	-4	0	4
N#CCc1ccc(NC(=O)Nc2cccc(Cl)c2)cc1	-16	1	4	-3	12	-0.5	-4	-0.6	-5	-1	2
CC(=O)Nc1nnc(C2=COCCO2)o1	-17	-8	-2	2	-9	0.4	/	-1.7	/	-7	-6
COc1cc(OC)cc(C(=O)Nc2nc(-c3ccccc3)c(-c3ccccc3)o2)c1	-9	/	1	-6	0	-1.4	0	2.3	6	-9	-5
COc1ccc(OC)c(-c2csc(NC(=O)CSc3ccccc3)n2)c1	-5	-13	-8	1	9	-1.2	0	0.0	-65	-10	0
OCCOCCn1c(C(CO)Nc2nc(-c3ccc(F)cc3)cs2)nc2ccccc21 (configuration not stated)	-7	6	-7	1	3	0.5	/	-1.3	39	-6	-1
COc1cc(S(=O)(=O)NCc2ccccc2)ccc1Br	-15	-3	-10	-2	0	0.8	8	3.1	-8	-10	2
Cc1ccccc1CC1(CO)CCCN(Cc2cn[nH]c2-c2ccccc2)C1 (configuration not stated)	5	9	-8	4	13	0.0	/	-1.0	20	-12	-1
COc1ccc(NC(=O)CSCc2cc(=O)n3cc(C)sc3n2)cc1	4	5	-8	-3	-23	-1.1	-2	0.0	-9	1	-3
Cc1nnc(SCC(=O)N2c3ccccc3C(C)(c3ccc(Cl)cc3)CC2(C)C)s1 (configuration not stated)	-7	-3	-17	1	4	1.7	-2	2.6	52	-11	-5
Cc1ccc(S(=O)(=O)Nc2ccccc2F)cc1C(=O)NNC(=O)c1csc(N2CCOCC2)n1	3	14	-3	-1	-10	0.5	0	-0.1	6	-7	0
Brc1ccc(/C=N/Nc2ccccc2)cc1	-8	3	-11	2	5	-2.7	1	-0.4	10	-3	1
CC(=O)Nc1ccc(NC(=O)CSc2ncnn2-c2ccccc2)cc1	-18	4	-6	-7	-2	1.4	3	-2.3	1	3	-3
CCN(C[C@H]1N[C@@](Cc2ccccc2)(C(=O)OC)[C@H]2C(=O)N(C)C(=O)[C@@H]12)C(C)=O	15	6	-6	3	/	6.0	/	-0.1	-9	0	-3
Cc1cc(-c2ccccc2)c(C#N)c(SCC(N)=O)n1	-9	-17	5	0	-13	1.1	-1	0.2	-1	4	-4
O=S(=O)(Nc1ccc2c(c1)OCCO2)c1cccc2cccnc12	-13	3	-4	-1	-5	-0.1	5	-1.0	-27	-1	-1
Cc1nc2c(C(=O)O)cnn2c(C)c1Cc1ccccc1F	-2	-3	-3	0	14	1.4	-7	-2.2	/	2	1
CCC(NC(=O)CC[C@H]1O[C@@H](n2cc(C)c(=O)[nH]c2=O)C[C@@H]1O)c1ccccc1 (some centres not stated)	-17	-3	-4	-4	/	-0.3	/	2.7	-15	-1	2
CCOC(=O)N1CCN(C(=O)C2CC(=O)N(Cc3ccc(OC)cc3)C2)CC1 (configuration not stated)	-14	-2	-9	5	7	0.4	-1	-1.4	9	-4	-5
C/C(=N\NC(=O)c1cccnc1)c1cccc([N+](=O)[O-])c1	7	-4	-11	-3	/	0.2	0	1.3	-13	-5	3
CCc1ccc(C(=O)Nc2cc(C)on2)o1	-13	9	2	-2	-14	-2.7	3	1.3	-62	7	0
Cc1cc(-c2nnc(-c3cccc(C(F)(F)F)c3)o2)no1	-3	-5	6	3	-6	0.7	9	0.8	0	-5	-6
COc1cc(Cl)c(S(=O)(=O)NCCCn2ccnc2)cc1Cl	23	8	-1	-6	-12	1.0	17	-3.7	-3	-6	-5
COc1ccc(NC(=O)Oc2ccccc2)cc1Cl	-3	1	3	2	11	-0.6	0	-2.3	10	3	-9
O=C(Nc1cccc(Cl)c1)c1cc([N+](=O)[O-])ccc1N1CCN(CCO)CC1	-22	0	-13	10	4	-3.8	-1	-0.8	-9	1	-5
CCOc1ccc(N2CC(O)Cn3c2nc2c3c(=O)n(CCCc3ccccc3)c(=O)n2C)cc1 (configuration not stated)	-2	7	-4	-3	-19	0.4	-5	0.7	9	10	5
O=C(CCCOc1ccc(Cl)cc1)NCCc1ccccc1	-18	0	4	-6	1	-0.5	-2	1.4	-11	7	5
Cc1nnc(NC(=O)CSc2nccn2-c2ccc(F)cc2)s1	-13	/	0	-5	1	-3.3	0	0.2	-8	1	-1
CCOC(=O)c1sc2cccc(Cl)c2c1N	-16	4	-5	2	21	0.1	-2	-0.7	22	-4	-8
O=C(Cc1ccccc1)Nc1ccc(NC(=O)c2cccs2)c(Cl)c1	-13	1	-7	3	2	0.8	/	1.9	7	-4	-2
N#Cc1ccc(-c2ccc(OCC(=O)NN=Cc3ccncc3)cc2)cc1	-8	-1	-3	-7	8	-3.5	-5	-1.9	-17	2	3
Cc1nc2ccccc2c2oc(C(=O)N3CCCC(C)C3)cc12 (configuration not stated)	-6	-5	-6	-1	-5	0.4	-6	1.6	-4	-21	-2
O=C(c1cc(S(=O)(=O)N2CCCCC2)ccc1Cl)N1CCOCC1	0	18	-19	-9	-14	1.3	-3	-0.1	-16	2	-2
Cc1cc(C(=O)Nc2ccc3ccccc3c2)oc1C	-9	-1	3	2	-1	-5.9	-4	-0.2	11	-13	-7
O=C(NCc1ccco1)c1ccc2nccnc2c1	-9	11	-6	-9	-1	2.0	/	-0.6	-8	6	-1
COc1ccccc1C(=O)NC(CCSC)C(=O)N1CCN(C/C=C/c2ccccc2)CC1 (configuration not stated)	-9	3	-4	-1	-22	1.4	11	0.0	/	-7	-1
Cn1c(/C(C#N)=C/C2CC=CCC2)nc2ccccc21 (configuration not stated)	-6	5	-19	5	-13	2.6	-14	-0.4	-17	-5	1
CCCCCCCCCCCCCCCC[n+]1ccccc1	-6&3	75*!	17&11	-10&-10	/	2.8&3.9	12	-3.7&2.0	114*	-148&-123	2&8
Cn1cnnc1Sc1ccc(S(C)(=O)=O)cc1[N+](=O)[O-]	7	3	-7	4	/	-0.5	-5	-3.8	/	0	0
Cc1ccc(CCNC(=O)CCn2ccc3cc(S(=O)(=O)N4CCCC4)ccc32)cc1	13	17	-3	-5	-2	-0.8	-9	4.2	2	-7	1
Cc1cccc(C(=O)OCC(=O)N2CC(C)OC(C)C2)c1C (configuration not stated)	7	8	-12	1	-13	-0.4	3	0.2	-18	-3	-5
COc1cc(C(=O)NNC(=O)NC2CCCCC2)cc(OC)c1OC	-2	-17	-8	-4	-3	0.2	2	-0.6	5	0	2
CN(Cc1ccccc1)C(=O)CCC1CCN(S(C)(=O)=O)CC1	-10	3	-5	-5	-8	0.6	-3	-1.0	-10	-10	0
Cc1sc2nc(CN3CCCCC3)nc(Cl)c2c1C	-10	-1	-5	-8	-14	-0.1	5	0.0	-11	-6	-8
C=C1C(=O)C23CCC4C(C)(C(=O)OC)CCCC4(C)C2CCC1(O)C3 (configuration not stated)	14	11	3	-4	/	1.5	6	0.6	104*	0	-82
CC1CCc2c(sc(N)c2C(=O)OC(C)C)C1 (configuration not stated)	4	1	2	2	-30	-0.1	2	-0.4	-5	-12	-5
O=C(Nc1ccc(Br)cn1)c1ccc(COc2c(F)c(F)cc(F)c2F)o1	-16	-2	-1	-1	52	0.3	1	0.0	-12	9	1
COc1ccccc1C(=O)Nc1ccc(C(=O)Nc2ccccc2C(=O)O)cc1	-3	1	1	-4	-1	-0.5	-1	-0.9	-7	-5	0
CCc1ccc(Nc2ncc3c(n2)CC(c2ccco2)CC3=O)cc1 (configuration not stated)	-6	2	-3	-1	-4	0.2	3	0.7	-12	2	5
O=[N+]([O-])c1ccc(C(O)C(CO)NC(=S)Nc2ccccc2)cc1 (configuration not stated)	-5	0	-2	4	-13	-0.9	1	1.0	-10	-6	-2
CCC(=O)Nc1cccc(-c2ccc(N3CCN(C)CC3)nn2)c1	-14	-2	-6	7	46	1.2	6	-0.7	-6	-8	-2
COc1ccccc1OCC(=O)NCCS(=O)(=O)N1CCN(c2ccc(F)cc2)CC1	-11	-6	-1	0	1	0.3	6	-0.3	18	-14	-3
Cc1ccc(-c2cc(C(=O)N3CCc4ccccc4C3)[nH]n2)cc1C	0	-5	-8	-1	-21	0.8	-7	0.1	-14	1	-1
Cc1cc(C(=O)NC(=S)Nc2cccc(C(=O)O)c2C)ccc1[N+](=O)[O-]	-12	-20	0	1	-15	-3.3	-2	0.5	-2	-3	3
Cc1ccc(NC(=O)CN2C(=O)N/C(=C/c3ccco3)C2=O)cc1	-4	5	8	6	-8	0.9	4	3.7	-1	-6	-3
Cc1cc(C)c(NC(=O)CO/N=C2\CCCc3nonc32)c(C)c1	-19	0	-9	-2	31	-0.9	1	-1.8	13	-7	-6
CCOC(=O)C(O)(CC(=O)c1ccc(Cl)cc1)C(=O)OCC	-14	0	7	2	208	-1.8	/	0.4	-14	-4	-3
CC1CCN(c2nc3c(c(=O)n(C)c(=O)n3C)n2CCSc2nc3ccccc3s2)CC1	-18	9	-2	-2	-11	1.5	1	1.8	-39	-3	-4
O=C(/C=C/c1ccc(Br)cc1)Nc1ccc(S(=O)(=O)Nc2ncccn2)cc1	8	-8	-6	-4	-19	-1.6	5	0.0	-22	7	3
More compounds
SMILES	PvdQ acylase	Rtt109 HAT inh	RTF Ca sens inh	cardiac RTF act	SUMO Mot1 rescue	CDK5 inh	NSD2 HMT inh	LANA DNA inh	PfHsp90 set2	dFosB act	Keap1-Nrf2 PPI
COc1ccc(N2CCN(C(=O)c3sc4nc(-c5ccc(F)cc5)cn4c3C)CC2)cc1	-21	1	-14	9	3	-1.3	/	0.6	-8	-7	-4
Cc1ccc(C(=O)NC(=S)N2CCCC2)cc1	-7	-3	-3	0	4	-0.5	2	0.5	42	-2	-6
COc1cc(CCC(=O)N2CCN(c3cccc(C)c3C)CC2)cc(OC)c1OC	-11	-20	-2	-4	8	0.3	-2	1.8	2	-17	-9
Cc1cccc(NS(=O)(=O)c2ccc3[nH]c(=O)[nH]c3c2)c1C	-5	5	-4	-8	10	-0.7	-5	0.3	-5	-6	4
CCc1ccc2nc(NC(=O)C3CCN(c4ncnc5sc(C)c(C)c45)CC3)sc2c1	-17	3	-3	-3	7	0.3	4	-3.0	-15	11	-3
C=C(C)c1cccc(C(C)(C)NC(=O)Nc2cc(C)ccn2)c1	-19	1	-5	-5	7	0.8	-3	-0.4	-11	-2	-2

Bioassay records: PubChem BioAssay, several laboratories
